aSyn rescue – alpha-synuclein toxicity inhibition in yeast; Yeast expressing alpha-synuclein, growth rescue, BacTiter-Glo, 24 h; Potency, µM (highest dose often 46.1 µM), for the others: at the top dose growth rescue (activation), hits mostly activators; hit rate 0.14% among 370,000; AID 652106; also: potency is read from the fitted curve at half-maximal effect; % of control where 0% means no effect; nearly all actives have a fitted effect of over 65% in size
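Readout is rescue of growth in alpha-synuclein-expressing yeast, so inhibitors of toxicity appear as activators. Growth after 24 hr at 30 deg C in galactose medium is quantified by luminescence.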
EPAC1 ag – activates human EPAC1 exchange factor. EPAC1 agonist qHTS, biochemical assay; response scale: 100% = response to 6.5 mM cAMP. Potency, µM (series often up to 154 µM), for the others: at the top dose activation, most hits filed as activators. hit rate 0.073% among 360,000; also: potency is read from the fitted curve at half-maximal effect; nearly all actives have a fitted effect of over 60% in size
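Normalized to 6.5 mM cAMP, activity reflects EPAC1-catalysed release of BODIPY-GDP from Rap1B, followed kinetically over 30 min at 480 nm excitation, 540 nm emission. Reaction contained 100 nM EPAC1, 250 nM Rap1B-BODIPY-GDP, 50 uM GDP.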
WRN helicase inh – blocks human WRN helicase; Potency, µM (series often up to 114 µM), inactives show at the highest dose activity change, negative = inhibition, hits mostly inhibitors; Q14191; WRN helicase unwinding, fluorescent forked duplex, kinetic; hit rate 0.46% among 360,000; also: potency is read from the fitted curve at half-maximal effect; % is scaled to controls: 0 for no effect and ±100 for the full control effect; nearly all actives have a fitted effect of over 55% in size
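Kinetic fluorescence helicase assay: unwinding of a quenched forked DNA duplex (100 nM final) with 2 mM ATP final raises red fluorescence (525/598 nm). Compounds sat 15 min at room temperature with 20 nM WRN beforehand.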
Abeta yeast res – compounds reversing amyloid beta toxicity in yeast; yeast expressing A-beta42, growth rescue, OD600, 48 h; response scale: 0% DMSO, 100% iron-clioquinol control; Potency, µM (titrated, usually from 46.1 µM), without a hit: at the highest dose growth rescue, hits mostly activators; hit rate 0.063% among 410,000; AID 1347071; also: potency is read from the fitted curve at half-maximal effect; nearly all actives have a fitted effect of over 55% in size
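Yeast A-beta toxicity model in growth medium with pinned compounds, 48 h at 30 C; growth read as absorbance at 600 nm. Normalized to FeCl3/clioquinol equimolar mix (positive) and DMSO (negative).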
IL-2 act – activates IL-2 in a cell-based reporter assay. activation, % (series mostly up to about 46 µM). IL-2 activation reporter assay, cell-based qHTS; stimulated with anti-CD3/CD4/CD28 beads; in transgenic mouse T cells. hit rate 0.065% among 360,000; in the data active = activation above about 50%; inconclusive = mostly about 30% to 49%; also: 0% is about no effect
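Quantitative HTS in unstimulated transgenic mouse T cells, with memory T cells as non-tolerant control and PMA/ionomycin as tolerance-bypass control. Compound pretreatment lasted 60 minutes before 18 h bead stimulation; EGFP/DsRed fluorescence read.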
PLK1 PBD block – inhibitors of human PLK1 polo-box domain binding. Plk1 PBD binding of FITC phosphopeptide, fluorescence polarization. Potency, µM, inactives show max response, negative = inhibition, hits mostly inhibitors. hit rate 2.8% among 360,000. AID 720504; also: potency is read from the fitted curve at half-maximal effect; series mostly up to about 57 µM; % is scaled to controls: 0 for no effect and ±100 for the full control effect; nearly all actives have a fitted effect of over 65% in size
Target sequence (P53350 whole entry, looked up, the tested form may be a part): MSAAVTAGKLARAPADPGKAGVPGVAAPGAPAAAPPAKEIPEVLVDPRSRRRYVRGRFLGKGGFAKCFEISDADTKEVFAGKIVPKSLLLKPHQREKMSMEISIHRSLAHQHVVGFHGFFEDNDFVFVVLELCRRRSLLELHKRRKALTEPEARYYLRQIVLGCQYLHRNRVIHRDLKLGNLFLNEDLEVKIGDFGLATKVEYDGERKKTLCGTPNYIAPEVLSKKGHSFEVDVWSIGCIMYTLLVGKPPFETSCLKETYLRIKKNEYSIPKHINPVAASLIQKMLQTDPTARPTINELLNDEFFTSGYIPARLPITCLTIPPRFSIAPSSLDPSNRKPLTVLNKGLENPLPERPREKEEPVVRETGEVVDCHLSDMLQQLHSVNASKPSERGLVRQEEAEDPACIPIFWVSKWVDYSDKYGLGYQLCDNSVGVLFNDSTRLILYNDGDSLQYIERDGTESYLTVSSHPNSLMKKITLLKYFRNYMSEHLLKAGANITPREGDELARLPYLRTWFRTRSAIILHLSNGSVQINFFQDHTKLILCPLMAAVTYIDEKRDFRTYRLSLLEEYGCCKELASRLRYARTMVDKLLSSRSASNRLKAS
EPAC1 antagonist – antagonists of human EPAC1; O95398; EPAC1 GEF assay, Rap1b-BODIPY-GDP exchange fluorescence; Potency, µM (series often up to 115 µM), without a hit: at the highest dose activity change, negative = inhibition, actives largely listed as inhibitors; hit rate 0.14% among 360,000; AID 720709;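 also: potency is read from the fitted curve at half-maximal effect; plate controls were vehicle for no effect and positive control for full effect; nearly all actives have a fitted effect of over 50% in size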
PI5P4Ka inh – inhibitors of human PI5P4K alpha. hit rate 1.2% among 330,000. max response, %. PI5P4Kalpha enzyme, ADP-Glo luminescence, 60 min; stronger effect = lower value; active = max response of -50% or lower; inconclusive = between -30% and -50%; inactive = -30% or higher; also: value at the top dose of about 77 µM; % is scaled to controls: 0 for no effect and ±100 for the full control effect
Target sequence (P48426 whole entry, looked up): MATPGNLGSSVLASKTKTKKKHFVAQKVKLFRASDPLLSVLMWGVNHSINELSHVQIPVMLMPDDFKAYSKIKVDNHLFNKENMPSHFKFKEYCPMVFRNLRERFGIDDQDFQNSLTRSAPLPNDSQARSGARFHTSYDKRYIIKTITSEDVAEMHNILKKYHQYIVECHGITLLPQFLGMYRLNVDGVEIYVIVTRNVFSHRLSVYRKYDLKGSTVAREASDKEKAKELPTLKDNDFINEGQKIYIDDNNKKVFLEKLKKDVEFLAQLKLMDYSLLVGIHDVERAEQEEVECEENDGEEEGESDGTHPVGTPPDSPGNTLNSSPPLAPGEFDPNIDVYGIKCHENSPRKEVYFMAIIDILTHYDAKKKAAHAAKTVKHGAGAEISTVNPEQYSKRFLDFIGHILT
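Quantitative HTS of the MLSMR library against PI5P4Kalpha with substrate. ATP added last at 5 microM final; room temperature, 60 minutes. Remaining ATP depleted, ADP converted and read as luminescence.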
FUS yeast rescue – suppressors of FUS proteinopathy in yeast | hit rate 0.24% among 390,000 | S. cerevisiae FUS-expressing, growth rescue, OD600, 24 h | AID 1347120 | Potency, µM (top dose mostly 76.6 µM), inactives show at the top dose growth rescue (activation), actives largely listed as activators;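 also: potency is read from the fitted curve at half-maximal effect; plate controls were DMSO vehicle for no effect and reference control for full effect; nearly all actives have a fitted effect of over 55% in size; some results filed as inactive show a strong effect at the top dose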
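Toxicity suppression screen in FUS-yeast. Cells induced with 2% galactose, starting OD 0.005, treated 24hr at 30C with compounds at multiple final concentrations; growth by OD600.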
Active calls of the source: *; u = inconclusive; x = not tested or not shown; & = joins results of further samples; [ ] = remark or other dose. Unless noted, calls follow the shape of the dose curve; as a rule, active = well fitted curve in the direction sought with a large enough effect; inconclusive = small, poorly fitted or top-dose-only effect, or another doubt; inactive = no such curve, though single readings can be large; an effect the other way counts as inactive or inconclusive.

Values in the order – aSyn rescue	Abeta yeast res	FUS yeast rescue	EPAC1 antagonist	PLK1 PBD block	PI5P4Ka inh	IL-2 act	WRN helicase inh	EPAC1 ag
S=C(NCCc1ccccc1)NCCc1ccccc1
    0%	-2%	x	-20%	-7%	5	-0.5	-10%	-4%
CNS(=O)(=O)c1ccc(NC(=O)c2cnn3c(C(F)F)cc(-c4ccccc4)nc23)cc1
    -8%	-1%&-7%	-3%&-11%	-8%	-18%	1	0.4	-3%	14%
O=S(=O)(O)CCN1CCOCC1
    -8%	-2%	-21%	9%	2%	-3	0.5	4%	-1%
CN(O)/C=c1/ccc2c(n1)C(=O)C=CC=2
    -72%[inhibitor]	-90%[inhibitor]	-22%	6%	-5%	-12	1.2	-1%	-11%
CCOC(=O)C(C)n1cnc2c(oc3ccccc32)c1=O (stereo not drawn)
    -9%	-11%	10%	9%	-3%	1	1.7	0%	1%
COc1ccc(-c2cc(=O)oc3c(C)c(O)ccc23)cc1
    -4%	6%	-24%	-6%	-6%	-2	-0.9	-11%	8%
CCOc1ccc(-c2onc(C(F)(F)F)c2-c2cscn2)c(O)c1
    1%	-5%	16%	-18%	-3%	x	-0.1	4%	4%
CC(=O)Nc1ccc(NC(=O)COC(=O)c2cnccn2)cc1
    2%	-5%	14%	-10%	5%	0	-0.5	-8%	3%
Cc1nnc(SCCc2ccccc2)[nH]c1=O
    -7%	3%	19%	29%	-7%	-2	-2.0	-6%	1%
CC1(C)CC2CC(C)(CN2S(=O)(=O)c2cccc(C(=O)OCC(=O)NC(N)=O)c2)C1 (stereo not drawn)
    10%	1%	14%	6%	-8%	1	-1.1	1%	-1%
O=C(NCCCCc1ccccc1)c1cccc(NC(=O)C2CCC2)c1
    1%	9%	24%	-9%	0%	0	-0.7	0%	10%
COc1ccc(NC(=O)COC(=O)CCc2cc(OC)c(OC)c(OC)c2)c([N+](=O)[O-])c1
    0%	-4%	6%	21%	2%	0	1.8	0%	-2%
CC(=O)Nc1ccc(S(=O)(=O)N2c3ccc(F)cc3CCC2C)cc1 (stereo not drawn)
    4%	15%	-2%	3%	-3%	5	0.3	0%	14%
CNS(=O)(=O)c1ccc(N=Cc2c(C)[nH]n(-c3ccc(C)cc3C)c2=O)cc1
    -1%	-5%	12%	7%	3%	-15	-0.2	-2%	1%
O=C(c1ccco1)N(c1ccccn1)c1ccccn1
    -12%	5%	13%	9%	1%	6	-0.7	-10%	10%

The final 6 records of the part above lead into the next:
Values in the order – aSyn rescue	Abeta yeast res	FUS yeast rescue	EPAC1 antagonist	PLK1 PBD block	PI5P4Ka inh	IL-2 act	WRN helicase inh	EPAC1 ag
CC1(C)CC2CC(C)(CN2S(=O)(=O)c2cccc(C(=O)OCC(=O)NC(N)=O)c2)C1 (stereo not drawn)
    10%	1%	14%	6%	-8%	1	-1.1	1%	-1%
O=C(NCCCCc1ccccc1)c1cccc(NC(=O)C2CCC2)c1
    1%	9%	24%	-9%	0%	0	-0.7	0%	10%
COc1ccc(NC(=O)COC(=O)CCc2cc(OC)c(OC)c(OC)c2)c([N+](=O)[O-])c1
    0%	-4%	6%	21%	2%	0	1.8	0%	-2%
CC(=O)Nc1ccc(S(=O)(=O)N2c3ccc(F)cc3CCC2C)cc1 (stereo not drawn)
    4%	15%	-2%	3%	-3%	5	0.3	0%	14%
CNS(=O)(=O)c1ccc(N=Cc2c(C)[nH]n(-c3ccc(C)cc3C)c2=O)cc1
    -1%	-5%	12%	7%	3%	-15	-0.2	-2%	1%
O=C(c1ccco1)N(c1ccccn1)c1ccccn1
    -12%	5%	13%	9%	1%	6	-0.7	-10%	10%
COc1cc2[nH]c(Cl)c([N+](=O)[O-])c2cc1OC
    -3%	u	16%	10%	-19%	-22	-0.9	-23%	7%
Fc1ccc(-c2cc(C(F)(F)F)nc(NCC3CCCO3)n2)cc1 (stereo not drawn)
    -17%	-21%	11%	-17%	-11%	16	-0.6	0%	0%
O=C1C(C2=NC(c3ccccn3)C3C(=O)N(c4ccc(OC(F)(F)F)cc4)C(=O)C23)=C(O)c2ccccc21 (stereo not drawn)
    -3%	1%	-34%	7%	-10%	-2	2.1	-28%	8%
CN1C(=O)c2ccccc2C(C(=O)NCC2CCCO2)C1c1c[nH]c2ccccc12 (stereo not drawn)
    -22%	-2%	0%	4%	0%	-7	-0.3	2%	-4%
Cc1ccc(C)c(NC(=S)N(C)CCO)c1
    2%	-10%	-26%	2%	-4%	6	-0.2	2%	-4%
c1ccc(N2CCN(c3nc4ccccc4n4cnnc34)CC2)cc1
    5%	-10%	35%	-15%	2%	2	-2.1	-4%	-5%
CCCc1n[nH]c(=O)c2c1nnn2Cc1ccccc1F
    5%	-10%	22%	10%	-12%	3	1.2	14%	8%
C/C(=N\Nc1ccc2nncn2n1)c1ccc(Cl)s1
    u	-3%	3%	5%	0%	6	-0.3	-6%	23%
Cc1csc(NC(=O)c2cccnc2Cl)n1
    0%	12%	17%	-11%	-2%	-1	17	-4%	8%
O=c1[nH]c2cc3c(cc2cc1CN(Cc1nnnn1C1CCCC1)C1CCCC1)OCCO3
    -8%	-2%	24%	-14%	-2%	x	0.1	-5%	2%
C=CCn1c(NCc2ccc(N(C)C)cc2)nc2ccccc21
    -2%	-1%	15%	-8%	-6%	5	-1.7	-4%	3%
CCC(C)(C)NC(=O)CN(C(=O)c1csnn1)c1cccc2c1CCCC2
    4%	18%	-13%	-5%	1%	2	0.4	-3%	6%
O=C(c1ccco1)N1CCN(c2cc(=O)n(C3CCCCC3)c(=O)[nH]2)CC1
    6%	12%	-3%	2%	-1%	-7	-0.6	-2%	2%
COc1ccc(NS(=O)(=O)c2ccc(NC(=O)c3ccc(CN4CCOCC4)cc3)cc2)cc1
    3%	-10%	-3%	-12%	-1%	0	-0.8	-8%	6%
O=C(NNc1nccc(C(F)(F)F)n1)Nc1cccc(Cl)c1
    1%	0%	-19%	-1%	0%	3	0.0	-3%	-1%

Structural class: those above with a furan ring, fused or not.
Values in the order – aSyn rescue	Abeta yeast res	FUS yeast rescue	EPAC1 antagonist	PLK1 PBD block	PI5P4Ka inh	IL-2 act	WRN helicase inh	EPAC1 ag
CCOC(=O)C(C)n1cnc2c(oc3ccccc32)c1=O (stereo not drawn)
    -9%	-11%	10%	9%	-3%	1	1.7	0%	1%
O=C(c1ccco1)N(c1ccccn1)c1ccccn1
    -12%	5%	13%	9%	1%	6	-0.7	-10%	10%
O=C(c1ccco1)N1CCN(c2cc(=O)n(C3CCCCC3)c(=O)[nH]2)CC1
    6%	12%	-3%	2%	-1%	-7	-0.6	-2%	2%

Full records from above. Order of screens: aSyn rescue	Abeta yeast res	FUS yeast rescue	EPAC1 antagonist	PLK1 PBD block	PI5P4Ka inh	IL-2 act	WRN helicase inh	EPAC1 ag
Cc1csc(NC(=O)c2cccnc2Cl)n1 across the screens: 0%	12%	17%	-11%	-2%	-1	17	-4%	8%
COc1ccc(NS(=O)(=O)c2ccc(NC(=O)c3ccc(CN4CCOCC4)cc3)cc2)cc1 across the screens: 3%	-10%	-3%	-12%	-1%	0	-0.8	-8%	6%

More results follow:
Values in the order – aSyn rescue	Abeta yeast res	FUS yeast rescue	EPAC1 antagonist	PLK1 PBD block	PI5P4Ka inh	IL-2 act	WRN helicase inh	EPAC1 ag
Cc1ccc(CNc2ncnc3c2cnn3C2CCCCO2)cc1 (stereo not drawn)
    2%	12%	4%	9%	-8%	2	-0.5	-4%	6%
CCOC(=O)CN1C(=O)C(C)(C)Oc2ccc(C(=O)NC(C)(C)CC)cc21
    -11%	-1%	50%	-7%	-12%	1	-1.1	-1%	4%
CCN1C(=O)[C@@H]2[C@@H](c3ccc(-c4ccc(C(C)=O)cc4)cc3)N3CCC[C@@]3(C(=O)OC)[C@@H]2C1=O
    8%	-17%	u	-9%	-6%	3	0.9	-4%	5%
CCOc1ccc(Nc2nc(Nc3ccc(O)cc3)nc(C)c2[N+](=O)[O-])cc1
    -7%	6%	40%	-1%	-23%	-6	-2.6	-6%	13%
CS(=O)(=O)N(CC(=O)Nc1ccc2c(c1)OCO2)c1ccccc1
    1%	8%	-5%	-2%	4%	x	-1.1	-6%[57.1 µM]	4%
CCCCCCCCN1C(=O)[C@H](CC(=O)NCCCCc2ccccc2)C[C@@]2(C(=O)OC)CCCCC=C12
    2%	-1%	u	-18%	-3%	22	-0.6	-8%	-9%
Cc1nnc(-c2cnn(-c3ccccc3)c2N)n1Cc1cccc(C(F)(F)F)c1
    5%	18%	15%	-9%	-2%	x	-0.4	-3%	3%
Cc1ccc(NC(=O)N/C=C/c2ccco2)cc1
    0%	10%	45%	-7%	-10%	x	-1.2	u	15%
COc1cc(CNC2CCCC2)c(Br)cc1OC1CCCC1
    1%	-11%	-26%	4%	2%	-6	1.6	0%	-2%
NCCOc1ccccc1-c1ccccc1
    -12%	-10%	0%	12%	-4%	1	0.0	4%	-7%
CCOC(=O)C1=C(C)NC(=S)NC1c1ccc(OCC(=O)N2CCCCCC2)c(OC)c1 (stereo not drawn)
    -3%	-4%	13%	-11%	-3%	3	0.7	-15%	0%

Bioassay records deposited in PubChem by National Center for Advancing Translational Sciences (NCATS).
